Bioassay records from PubChem BioAssay.
RmlC RmlD mix = RmlC/RmlD inhibition, mixture screen; RmlC/RmlD coupled enzyme inhibition, 384-well mixture HTS; inhibition, % at 5.5 µM; 0.39% of 110,000 active; AID 1532; in the data active = inhibition above about 30%, passing the limit was not always enough; also: strong numbers were not always called active
HIV RNase H inh = blocks HIV-1 RNase H cleavage of RNA/DNA duplex; AID 565; inhibition, % at 10 µM; 1.9% of 65,000 active; P04585; RT-RNase H RNA/DNA duplex cleavage, fluorescence; in the data active = inhibition above about 50%
The depositor's hits bear a star; . = not tested or not shown. A portion of the library (hit frequency here may not be typical).

The line under a structure holds: RmlC RmlD mix	HIV RNase H inh
CC(=O)C1=C(O)C(=O)N(c2cc(C(C)(C)C)on2)C1c1ccc(C(C)C)cc1 (stereo not given)
→ -10.3	7.0
Cc1cc(C(=O)Nc2nnc(-c3ccccc3)s2)no1
→ 2.0	-24.3
CCCC(=O)Nc1cccc(-c2nc3ccccc3o2)c1
→ 4.5	-11.3
COC(=O)Nc1nnc(Cc2ccc(Cl)cc2)s1
→ -14.6	.
CCOc1cc(N2CCOCC2)c(OCC)cc1NC(=O)Cc1cccc2ccccc12
→ 2.7	.
O=C(COC(=O)c1ccc(S(=O)(=O)NCc2ccco2)cc1)NC1CCCCC1
→ 2.8	.
COc1cc(S(=O)(=O)N2CCCCC2)ccc1NC(=O)c1ccccc1Cl
→ 9.2	.
Cc1cc(N2CCN(c3ccccc3)CC2)nc(N)n1
→ -7.3	.
COc1cccc(CNS(=O)(=O)c2cn(C)cn2)c1
→ .	-13.7
COc1ccc(C(=O)CSc2nncn2C)cc1
→ -15.0	.
COc1cc(CC2COC(=O)C2(O)Cc2ccc(O)c(OC)c2)ccc1O (stereo not given)
→ 4.7	.
COc1ccccc1OCC(=O)Nc1ccccc1C(=O)NCc1ccco1
→ 4.2	.
CSC1=NCCN1C(=O)c1cccc(C(F)(F)F)c1
→ 5.0	-18.6
CCNC(=O)C(=O)NCCc1ccc(Cl)cc1
→ -8.5	.
O=C(CN1C(=O)NC2(CCc3ccccc32)C1=O)Nc1cc(C(F)(F)F)ccc1N1CCOCC1 (stereo not given)
→ -14.5	0.7

Individual results from the list.
Cc1cc(C(=O)Nc2nnc(-c3ccccc3)s2)no1 in HIV RNase H inh → -24.3
COc1ccccc1OCC(=O)Nc1ccccc1C(=O)NCc1ccco1 in RmlC RmlD mix → 4.2
COc1cc(CC2COC(=O)C2(O)Cc2ccc(O)c(OC)c2)ccc1O (stereo not given) in RmlC RmlD mix → 4.7
CC(=O)C1=C(O)C(=O)N(c2cc(C(C)(C)C)on2)C1c1ccc(C(C)C)cc1 (stereo not given) in RmlC RmlD mix → -10.3
CSC1=NCCN1C(=O)c1cccc(C(F)(F)F)c1 in HIV RNase H inh → -18.6
CCOc1cc(N2CCOCC2)c(OCC)cc1NC(=O)Cc1cccc2ccccc12 in RmlC RmlD mix → 2.7

The list continues.
The line under a structure holds: RmlC RmlD mix	HIV RNase H inh
CCOC(=O)COc1ccc2c(c1)c(C(=O)OCC)c(C)n2CC
→ -8.7	-19.2
O=C(Nc1cnccn1)c1cccnc1
→ -7.4	-2.3
Cc1ccc(NC(=O)CCC(=O)NNC(=O)COc2cccc3ccccc23)c(C)c1
→ 12.2	.
CC1=C(C(=O)OC(C)C)C(c2ccc(N(C)C)cc2)C2=C(CC(C)(C)CC2=O)N1 (stereo not given)
→ -9.0	18.1
Brc1ccccc1OCCCN1CCOCC1
→ 7.3	-2.2
CCC(=O)NC1(C(F)(F)F)C(=O)Nc2c1c(=O)n(C)c(=O)n2C (stereo not given)
→ -15.4	-4.6
COCCn1cc(C(=O)c2ccccc2OCC(=O)Nc2cc(C)on2)cc(C#N)c1=O
→ -11.7	-16.4
N#Cc1nc(COc2ccccc2)oc1N1CCCC1
→ .	-11.3
CNCc1ccc(OCc2ccccc2)c(OC)c1
→ -12.2	0.9
CCCS(=O)(=O)N1CCN(C(=O)c2cccnc2)CC1
→ -32.4	-5.3
CCOc1cc(-c2cc(-c3ccc(OC)cc3)nc(N)c2C#N)ccc1O
→ -27.9	.
N#Cc1c(-c2ccccc2)nc(SCc2nc(N)nc(N3CCCCC3)n2)[nH]c1=O
→ 8.6	-36.3
Cc1noc(C)c1S(=O)(=O)N1CCC(C(=O)NC2CCCc3ccccc32)CC1 (stereo not given)
→ 2.4	-1.5
CC(/C=N/n1c(C2CCCCC2)n[nH]c1=S)=C\c1ccccc1
→ 9.6	.
CC(C)(C)C(=O)Nc1nc(=S)ss1
→ 2.7	.
CCC(=O)Nn1cnc2c(c1=O)C1(CCCCC1)Cc1ccccc1-2
→ -13.3	.
Cc1ccc(CN2C(=O)C3CCCN3c3ccc(C#N)cc32)cc1 (stereo not given)
→ -20.4	.
O=c1nc(N2CCCC2)nc(Nc2ccccc2)[nH]1
→ .	-10.8
CCOC(=O)C1=C(C)NC2=C(C(=O)C(C(=O)OCC)C(c3ccccc3OC)C2)C1c1ccccn1 (stereo not given)
→ 8.1	.
CCCC1(C(=O)OCC)NC(c2ccc(OC)cc2OC)C2C(=O)N(c3ccccc3)C(=O)C21 (stereo not given)
→ 46.5	.
COc1ccc(-n2nnc3c(SCC(=O)c4ccccc4)ncnc32)cc1
→ -4.5	-6.6
O=c1c(-c2nc3ccccc3s2)cccn1Cc1ccccc1
→ -99.7	.
O=C(Nc1ccc(-c2nc3ccccc3o2)cc1)c1ccc(N2C(=O)C3C4C=CC(C4)C3C2=O)cc1 (stereo not given)
→ -108.5	.
COc1c2c(cc3c1OCO3)CC[N+](C)=C2
→ -6.8	.
Cc1cc(-n2c(C)cc(C(=O)COc3ccc4ccc(=O)oc4c3)c2C)no1
→ 31.5	-0.4
CC(Cc1ccc(O)cc1)NCC(O)c1cc(O)cc(O)c1 (stereo not given)
→ 11.0	.
COc1ccc(/C=N\NC(=O)C2=NNC(=O)C2C)cc1 (stereo not given)
→ -3.0	.
OCC1OC(n2nc3ccccc3n2)C(O)C(O)C1O (stereo not given)
→ -6.7	-0.2
CCc1cc2ccc(C)cc2nc1SCC(=O)c1ccc(NC(C)=O)cc1
→ 2.3	.
Cc1cccc2c1nc(-c1ccccc1)n1cnnc21
→ 5.0	-66.7
CCOC(=O)Nc1ccc(Oc2ccccc2)cc1
→ 10.2	-14.2
O=C1CCC(=O)N1CNc1ccc(Oc2ccccc2)cc1
→ -38.8	0.5
O=C(CC12CC3CC(CC(C3)C1)C2)Nc1cccc2ncccc12
→ 1.4	.
CCOC(=O)CSc1nnc(Cc2ccccc2)n1-c1cccc(Cl)c1
→ 10.3	.
COCCOC(=O)c1[nH]c2c(c1C)C(=O)CC(c1ccccc1)C2 (stereo not given)
→ .	-2.6
NC(=O)C[C@@H]1NC(=O)c2cc([N+](=O)[O-])cc(F)c2NCCCC[C@@H](C(N)=O)NC(=O)[C@H](CO)NC1=O
→ 8.0	.
NC(=O)Cn1c(=O)n(CCCC(=O)NC2CCN(Cc3ccccc3)CC2)c(=O)c2ccccc21
→ -14.5	-15.8
CCn1nnnc1SCC(=O)Nc1ccc(OC)cc1
→ -12.2	.
COc1ccc(C=O)cc1COc1ccc(Cl)cc1[N+](=O)[O-]
→ -10.1	.
CCOC(=O)c1ccc(NC(=O)c2nccnc2C(=O)O)cc1
→ -12.1	-4.8
CCCCCNC(=O)CCc1ccccc1
→ -5.5	.
COC(=O)CSc1nnc(CNC(=O)c2ccco2)n1-c1ccc(F)cc1
→ -28.7	-2.6
O=C(CSc1nnnn1-c1ccc2c(c1)OCCO2)c1cccc2c1OCCO2
→ -12.1	-23.0
CC(=O)c1c(C)[nH]c(C(=O)OCc2nnc(-c3ccccc3)o2)c1C
→ -11.0	-25.8
CCN(CC)CCCNc1nc2ccccc2[nH]1
→ -0.8	-1.2
Cc1cccc(N2CCN(C(=O)Cn3c(=O)[nH]c4ccsc4c3=O)CC2C)c1 (stereo not given)
→ 1.6	.
COc1ccc(S(=O)(=O)Nc2cc(C)ccn2)cc1
→ -17.0	.
O=C(CCn1c(=O)oc2ccccc21)NCCN1CCOCC1
→ -16.5	-7.6
O=C(c1ccco1)N1CCN(C(=O)c2cc3c(s2)-c2ccccc2OC3)CC1
→ 46.4*	29.0
S=c1[nH]nc(-c2ccccc2)n1CC1CCCO1 (stereo not given)
→ -2.8	4.1
Cc1ccc(S(=O)(=O)c2nc(S(C)(=O)=O)sc2N(C)C)cc1
→ -11.4	-11.3
CN(C)c1nc(SCCOC(=O)c2ccccc2)nc(N(C)C)n1
→ -15.6	-18.6
O=C(COC(=O)c1ccccc1NC(=O)c1ccco1)NC1CCCCC1
→ -3.4	.
Cc1ccc(O)c(C(=O)c2cc(C#N)c(=O)n(CC3CCCO3)c2)c1 (stereo not given)
→ -1.9	3.6
O=S(=O)(Nc1ccc2c(c1)nc1n2CCOC1)c1ccc(Cl)cc1
→ -6.6	-8.7
COc1ccc(NC(=O)C(C)NS(=O)(=O)c2ccccc2)cc1Cl (stereo not given)
→ 2.5	-3.4
COC(=O)C1=C(C)N(c2cccc3ccccc23)C(=O)C1
→ 4.6	-4.9
O=C(O)CCN1CCc2ccccc21
→ -5.0	-52.0
CC(C)c1nnc(NC(=O)Cn2nc(-c3ccc4c(c3)OCCO4)ccc2=O)s1
→ -4.6	0.9
CC(C)OC(=O)CSc1nnc(-c2ccccc2)n1N
→ 1.3	.

Following part
Structure	RmlC RmlD mix	HIV RNase H inh
C#CCN(C#N)c1nc(NCC)nc(NC(C)C)n1	9.2	-44.7
Brc1ccccc1-c1nnc(CSc2nncn2-c2ccccc2)o1	5.3	-74.9
CC1CCc2sc3ncnc(N4CCOCC4)c3c2C1 (stereo not given)	8.9	-17.1
COc1ccc(N(CC(=O)NCc2cccs2)S(=O)(=O)c2cccnc2)cc1	-9.8	1.1
COc1ccc(CN2C(=O)CN=C2Nc2cc(C)ccc2C)cc1	-3.9	-18.0
CC(=O)Nc1ccc(C(=O)OC2CCOC2=O)cc1 (stereo not given)	11.5	-1.7
CCCCOC(=O)Cn1c(=O)c2c(nc3n2CCCCN3c2ccc(C)cc2)n(C)c1=O	9.3	2.3
CS(=O)(=O)N(CCc1ccccc1)CC(N)=O	-1.3	-2.9
COc1ccccc1C1NC(=O)NC(C)=C1C(=O)OC1CCCCC1 (stereo not given)	7.3	-8.9
O=C(CCn1c(=O)sc2ccccc21)NCc1ccco1	0.9	-16.1
CCOCC(=O)Nc1ccc(-c2cn3cccnc3n2)cc1	105.9*	-8.2
C=CCn1c(=O)c2c3c(sc2n2c(Nc4ccc(OC)cc4)nnc12)CCCC3	1.8	18.0

Complete entries as entered above.
Profile of O=C(c1ccco1)N1CCN(C(=O)c2cc3c(s2)-c2ccccc2OC3)CC1 → RmlC RmlD mix = 46.4*; HIV RNase H inh = 29.0
Profile of COc1ccc(NC(=O)C(C)NS(=O)(=O)c2ccccc2)cc1Cl (stereo not given) → RmlC RmlD mix = 2.5; HIV RNase H inh = -3.4

Next results
Structure	RmlC RmlD mix	HIV RNase H inh
Cc1ccnc(N2C(=O)OC(C)(C)C2(C)O)c1 (stereo not given)	5.6	-17.5
Cc1ccc(C(=O)NNC(=S)NC(=O)c2ccc(Cl)cc2)cc1	-1.8	.
CC#CCN1c2ccccc2[C@]23C[C@@H](C(=O)OC)N(C(=O)c4ccc(Br)cc4)C2=NC(C(=O)OC)=C(C(=O)OC)[C@H]13	-10.7	.
CCc1c(C)sc(NC(=O)OC)c1C(=O)N1CCCCC1	.	19.8
CCOC(=O)c1c(CN2CCCCC2C)oc2ccc(OC)cc12 (stereo not given)	-44.5	-7.3
COC(=O)c1cc(NC(=O)Cc2ccc(OC)c(OC)c2)cc(C(=O)OC)c1	-13.0	.
CCOC(=O)c1ccccc1NC(=O)c1ccc(N(C)S(C)(=O)=O)cc1	5.0	2.5
Cc1c(OCC(=O)OC(C)C)ccc2c3c(c(=O)oc12)CCC3	3.2	-3.3
Cc1sc2ncn(CC(=O)NCCN3CCOCC3)c(=O)c2c1S(=O)(=O)N1CCC(C)CC1	4.5	.
COc1ccc(OC)c(NC(=O)c2ccc(S(=O)(=O)N3CCN(C)CC3)cc2)c1	11.5	-8.1
CCN(CC)C(=O)N1CCN(C(=O)c2ccc(C)cn2)CC1	.	-17.8
CCOc1ccc(Br)cc1C1C(C(=O)OC)=C(N)Oc2cc(N(C)C)ccc21 (stereo not given)	-9.7	.
CC1Oc2ccccc2N(CC(=O)Nc2ccc3c(c2)OCCO3)C1=O (stereo not given)	9.2	3.7
COc1ccc(-n2c(Cc3ccccc3)nnc2SCC(=O)N2CCCc3ccccc32)cc1	-7.1	.
CCCc1ccc(OCc2nc(-c3ccc(NC(=O)c4ccco4)cc3)no2)cc1	-4.5	30.9
CCc1nnc(NC(=O)CSc2nnc(-c3ccc(O)cc3)n2-c2ccccc2)s1	.	0.2
O=C(CCCSc1nnc(SCCCC(=O)c2ccc(F)cc2)s1)c1ccc(F)cc1	-7.4	.
CCCCNc1nc2ccccc2nc1NS(=O)(=O)c1cccs1	-2.9	2.7
CC1CCc2c(C(=O)Nc3nccs3)csc2C1 (stereo not given)	13.1	.
COc1ccc(-c2cc(C(=O)N3CCN(c4ccccc4)CC3)no2)cc1OC	-23.1	.
CCN1C(=O)c2n[nH]c(C(=O)OC)c2C1=O	-13.7	-4.9
CCc1cc2c(Sc3nc4ccccc4s3)ncnc2s1	-7.6	.
COc1ccc(OC)c(CCNC(=O)Cn2sc3nc(C)cc(C)c3c2=O)c1	6.7	97.3*
CCN1CCN(CC(O)COc2ccc(C)c(C)c2)CC1 (stereo not given)	-0.6	-0.2

The last 4 compounds of the section above are carried over, then new ones follow.
Structure	RmlC RmlD mix	HIV RNase H inh
CCN1C(=O)c2n[nH]c(C(=O)OC)c2C1=O	-13.7	-4.9
CCc1cc2c(Sc3nc4ccccc4s3)ncnc2s1	-7.6	.
COc1ccc(OC)c(CCNC(=O)Cn2sc3nc(C)cc(C)c3c2=O)c1	6.7	97.3*
CCN1CCN(CC(O)COc2ccc(C)c(C)c2)CC1 (stereo not given)	-0.6	-0.2
CCOC(=O)C1CCN(C(C(=O)NC2CCCC2)c2ccc(C)cc2)CC1 (stereo not given)	3.0	.
COC(=O)c1ccccc1NC(=O)c1ccc(-c2cccc(Cl)c2)o1	-22.0	.
O=S1(=O)CCN2C=Nc3sc4c(c3C2=N1)CCCC4	-11.1	-26.4
CC(=O)OCC(=O)NCCCOc1cccc(CN2CCCCC2)c1	0.5	.
Cc1ccc(-c2c3c(=O)n(C)c(=O)n(C)c3cn2-n2cnnc2)cc1	-1.1	-6.4
O=C(O)CC(O)C(=O)O (stereo not given)	-8.9	5.0
COc1cc(C2CC(=O)N(CC(=O)NCc3ccco3)c3ccccc3S2)cc(OC)c1OC (stereo not given)	7.4	1.4
O=C(Nc1nccs1)c1cc2c(s1)CCCCC2	-8.5	.
CC1CCc2nc(NC(=O)CN3CCN(Cc4ccc5c(c4)OCO5)CC3)sc2C1 (stereo not given)	.	-1.8
